APJ ag: APJ receptor agonism | 330,000 compounds, 0.11% hits | P35414 | activation, % at 20 µM | CHO-K1 APJ PathHunter beta-arrestin, luminescence; 0% DMSO wells, 100% apelin;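 active = activation more than six SD over the plate average, tested at 20 µM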;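 note: 0% = DMSO alone and 100% = apelin-13 at 10 nM; some results filed as inactive read as strong as hits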
Target sequence (P35414 whole entry, looked up): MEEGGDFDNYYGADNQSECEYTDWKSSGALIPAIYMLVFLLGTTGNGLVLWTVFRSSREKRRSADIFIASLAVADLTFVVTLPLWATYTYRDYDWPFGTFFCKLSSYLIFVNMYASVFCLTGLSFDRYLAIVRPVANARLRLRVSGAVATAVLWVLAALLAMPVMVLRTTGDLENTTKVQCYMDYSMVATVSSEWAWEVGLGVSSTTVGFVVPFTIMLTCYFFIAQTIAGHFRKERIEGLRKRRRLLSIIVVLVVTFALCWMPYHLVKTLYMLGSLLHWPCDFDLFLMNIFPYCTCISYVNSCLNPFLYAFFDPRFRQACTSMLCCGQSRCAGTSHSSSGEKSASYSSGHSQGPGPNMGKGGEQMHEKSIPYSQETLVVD
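Test system – PathHunter CHO-K1 APJ (AGTRL-1) beta-arrestin reporter cells · Input – 1000 cells/well · Compound – single test compound dose, 20 µM final, 1% DMSO · Times – compound stimulation 90 min at 25 °C, detection 60 min · Technique – beta-gal luminescence · Read-out basis – APJ–arrestin association signal · Control set – negative DMSO alone, positive Apelin-13 at 10 nM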
XBP1 UPR activ: activators of adaptive arm of unfolded protein response (XBP1). 330,000 compounds, 0.33% hits. AID 463104. CHO-XBP1 luciferase reporter, IRE1-XBP1 UPR activation, luminescence; percent of tunicamycin response, DMSO as zero. activation, % at 20 µM;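 active = versus positive control, 20 µM dose yields 30% or more activation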;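 note: 100% = tunicamycin at 10 µg/mL and 0% = DMSO only wells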
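assay system = CHO-XBP1 luciferase reporter cells | amount = 1000 cells/well | buffer or medium = F12 plus 10% FBS | compound dosing = single point, 20 µM final compound, 1% DMSO | incubation = 16-18 h cell attachment at 37 °C, then 6 h compound exposure | detection = Steady-Glo luminescence read | controls = tunicamycin 10 µg/mL and vehicle-only wells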
Mdm2 MdmX PPI: human Mdm2/MdmX binding inhibition. O15151+Q00987. SaOS-2 split-luciferase Mdm2/MdmX complementation, luminescence. inhibition, % at 8 µM. 330,000 compounds, 3% hits. AID 485346;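 active = inhibition of at least 50% at 8 µM in the primary screen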
UPR CHOP act: activators of apoptotic arm of unfolded protein response (CHOP); activation, % at 10 µM; 330,000 compounds, 0.34% hits; CHO-CHOP luciferase reporter, UPR activation, luminescence; percent of tunicamycin response over DMSO baseline; AID 449763;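 active = at 10 µM dose, activation of 40% or more, normalized to positive control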;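 note: 100% = tunicamycin at 10 µg/mL and 0% = DMSO alone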
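Dosing – one dose, 10 µM in 0.5% DMSO · System – CHO-CHOP cells, stable luciferase reporter of PERK-eIF2a-CHOP signalling · Input – 500 cells/well · Control set – tunicamycin 10 µg/mL final as positive, DMSO-only wells as negative · Timing – 6 h compound treatment, 37 °C · Measure – % activation vs tunicamycin · Technique – luminescence read with Steady-Glo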
697 NFkB inh: lowers PMA/ionomycin-induced NF-kB signal in 697 B cells; 697 B-cell NF-kB luciferase reporter, 16 h; inhibition, % at 4 µM; 330,000 compounds, 0.33% hits; in the data active = inhibition above about 35%
APJ antagonist: APJ receptor antagonism; P35414; CHO-K1 APJ beta-arrestin complementation, luminescence; inhibition, % at 20 µM; 330,000 compounds, 0.32% hits;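 active = inhibition above about 40% at 20 µM, limit read from the data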;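 note: cells challenged with 10 nM apelin-13 agonist together with compound; plate controls were apelin-13 plus DMSO wells for no effect and DMSO wells lacking apelin-13 for full effect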
tim23-1 inh: tim23-1 yeast growth inhibition; 330,000 compounds, 1.3% hits; inhibition, % at 20 µM; S. cerevisiae tim23-1 growth, BacTiter-Glo luminescence, 24 h;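 active = growth inhibition of the mutant yeast at or above 50%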;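 note: temperature-sensitive mutant grown at 25 °C; plate controls were DMSO-treated mutant yeast for no effect and medium wells lacking yeast for full effect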
Jurkat NFkB inh: inhibitors of the PMA/ionomycin-induced NF-kB reporter in Jurkat cells; inhibition, % at 4 µM; PMA/ionomycin-induced NF-kB luciferase reporter, luminescence; 330,000 compounds, 0.53% hits; in the data active = inhibition above about 50%
Starred values were filed as active, the others as inactive; · = no result given.

SMILES	APJ ag	XBP1 UPR activ	Mdm2 MdmX PPI	UPR CHOP act	697 NFkB inh	APJ antagonist	tim23-1 inh	Jurkat NFkB inh
O=C(NCc1cnc2ccccn12)C1CCC(=O)N(Cc2cccc(F)c2)C1 (stereo not drawn)	-2	-6	11	-0.5	1	-1	11	-5
COc1ccc2cc(C#N)c(SCC(=O)NNC(=O)Cc3ccccc3)nc2c1	2	1	14	-1.2	15	1	-6	-10
NC(=O)NCCCC(=O)OCC(=O)c1ccc2ccccc2c1	-3	-1	2	0.1	-10	20	22	-1
COc1cccc2cc(C(=O)NCc3ccco3)c(=O)oc12	-2	1	-16	8.5	3	6	1	16
COC(=O)/N=C/c1c(NCc2ccccc2)nc2c(C)cccn2c1=O	-3	8	70*	-0.1	2	-2	29	-13
CC1(C)CC(O)C(C(O)c2cccc([N+](=O)[O-])c2)C(C)(C)N1 (stereo not drawn)	-1	-1	7	-0.5	-19	-17	4	-5
CCc1ccccc1NC(=S)N(CCN(C)C)C(C)c1ccccn1 (stereo not drawn)	-5	1	9	-1.6	13	11	-2	4
COc1ccc(Cl)cc1NC(=O)CSc1nnc(CNC(=O)c2cccs2)o1	-3	-9	18	-0.7	7	12	19	0
Cn1cnnc1SCC(=O)c1ccco1	4	-4	8	-0.1	17	-5	15	-11
CCOC(=O)/C(C#N)=C1/SC(CCO)C(=O)N1c1ccccc1 (stereo not drawn)	2	-3	32	-2.1	-7	13	11	-1
CCc1ccccc1NC(=O)NNC(=O)CCc1ccc(OC)cc1	2	-4	20	1.1	20	6	7	11
O=C1OC(CCl)CN1Cc1ccc([N+](=O)[O-])cc1 (stereo not drawn)	0	-2	15	-0.8	1	2	11	11

Some of the entries so far, with values under each structure.
Each structure is followed by: APJ ag, XBP1 UPR activ, Mdm2 MdmX PPI, UPR CHOP act, 697 NFkB inh, APJ antagonist, tim23-1 inh, Jurkat NFkB inh
CC1(C)CC(O)C(C(O)c2cccc([N+](=O)[O-])c2)C(C)(C)N1 (stereo not drawn)
 : -1, -1, 7, -0.5, -19, -17, 4, -5
CCc1ccccc1NC(=S)N(CCN(C)C)C(C)c1ccccn1 (stereo not drawn)
 : -5, 1, 9, -1.6, 13, 11, -2, 4

3 entries from above, field by field:
> Cn1cnnc1SCC(=O)c1ccco1
  APJ ag: 4	XBP1 UPR activ: -4	Mdm2 MdmX PPI: 8	UPR CHOP act: -0.1	697 NFkB inh: 17	APJ antagonist: -5	tim23-1 inh: 15	Jurkat NFkB inh: -11
> CCOC(=O)/C(C#N)=C1/SC(CCO)C(=O)N1c1ccccc1 (stereo not drawn)
  APJ ag: 2	XBP1 UPR activ: -3	Mdm2 MdmX PPI: 32	UPR CHOP act: -2.1	697 NFkB inh: -7	APJ antagonist: 13	tim23-1 inh: 11	Jurkat NFkB inh: -1
> CCc1ccccc1NC(=O)NNC(=O)CCc1ccc(OC)cc1
  APJ ag: 2	XBP1 UPR activ: -4	Mdm2 MdmX PPI: 20	UPR CHOP act: 1.1	697 NFkB inh: 20	APJ antagonist: 6	tim23-1 inh: 7	Jurkat NFkB inh: 11

More compounds:
SMILES	APJ ag	XBP1 UPR activ	Mdm2 MdmX PPI	UPR CHOP act	697 NFkB inh	APJ antagonist	tim23-1 inh	Jurkat NFkB inh
S=c1[nH]nc(-c2ccco2)n1/N=C/c1cccc(Cl)c1Cl	-1	0	-13	-1.3	-8	7	36	-2
Cc1ccc(/C=C2\NC(=S)NC2=O)cc1[N+](=O)[O-]	-2	0	16	1.3	-1	-1	10	9
COCCN(Cc1ccccc1)C(=O)c1cccc(S(=O)(=O)N2CCN(c3ccc(F)cc3)CC2)c1	0	-3	21	-0.9	1	-45	11	1
O=C(Nc1ccc(-n2cccn2)cc1)C1CCCCN1Cc1cccc2c1OCO2 (stereo not drawn)	-3	5	41	1.2	-77	-59	26	37
COc1ccc2c(c1)c(=O)oc1cc(OC(C(=O)O)c3ccccc3)ccc12 (stereo not drawn)	-1	-3	36	-0.3	0	2	10	6
Cc1ccc(Cl)c(NC(=O)COC(=O)c2cc[n+]([O-])cc2)c1Cl	-4	-1	2	-0.6	-4	8	12	3
O=C(CN1C(=O)C2CCCCC2C1=O)Nc1ccccc1N1CCCC1 (stereo not drawn)	-3	-1	20	-0.3	-18	11	-6	-4
COc1ccc(NC(=O)COC(=O)CNC(=O)c2cc(OC)c(OC)c(OC)c2)cc1	1	0	-20	1.0	22	-3	4	-2
COc1cc2cc(CN(CCO)C(=O)c3cccs3)c(=O)[nH]c2cc1OC	-3	-1	26	-2.3	20	3	10	8
O=C(NC1(C(F)(F)F)N=C(c2ccccc2)NC1=O)c1ccccc1F (stereo not drawn)	-3	2	-1	-0.4	14	-3	10	1
O=C(COc1ccc(Cl)cc1)N(Cc1ccco1)C1CCS(=O)(=O)C1 (stereo not drawn)	0	-1	18	-1.0	7	16	-2	5
Cc1ccccc1CN1C[C@@H]2C[C@@H](c3ccc4nsnc4c3)N3CCC[C@@]23C1=O	-6	-2	2	2.1	4	10	12	8
CC(C(=O)O)C1SC(=O)NC1=O (stereo not drawn)	1	3	7	2.7	9	12	-8	-7
COc1ccc2[nH]cc(CCNC(=S)NCCc3ccccc3)c2c1	-2	-2	9	0.0	15	11	11	-11
O=C(C[C@H]1C/C=C\CCC(=O)O[C@@H](c2ccccc2)CNC1=O)NCCO	-3	-1	19	2.1	20	-3	11	-6
C[C@]12c3[nH]c4ccccc4c3CCN1C(=O)C(CC(=O)NCc1ccco1)C[C@@H]2C(=O)N1CCOCC1 (stereo partly drawn)	-2	-1	8	0.3	-4	5	-1	-12
CCOC(=O)C(CCSC)NC(=O)CN (stereo not drawn)	-1	-2	5	0.1	11	10	6	4
N#CC1=C(O)CCCn2c1nc1ccccc1c2=O	-2	-1	11	0.2	-17	-4	2	2
O=C(COc1ccc(Cl)cc1)Nc1ncccn1	-2	4	-20	5.1	11	-29	15	-7
CC1CCN(S(=O)(=O)c2ccc(F)c(C(=O)O)c2)CC1	-2	-5	-13	0.9	-23	12	14	-10
Cc1ccc(OCCCn2c(=O)oc3ccccc32)cc1	-1	2	-21	3.7	-26	-6	9	-30
O=C(NCCOc1ccccc1)c1cccc2c1C(=O)c1ccc(Cl)cc1S2(=O)=O	-2	1	16	5.0	11	5	31	-4
CCc1cc(=O)oc2cc(OCC(=O)N3CCC(C(=O)O)CC3)ccc12	-2	0	4	-1.4	3	-4	-1	-18
Oc1ccc(-c2csc(Nc3ccccn3)n2)cc1O	1	9	-154	168*	-98	-19	13	-82
Cc1cc(Nc2cccc(C(=O)O)c2)n2ncnc2n1	-3	-5	4	-2.3	-11	18	8	14
O=C(NNc1nc(-c2ccc(Br)cc2)cs1)c1ccco1	1	-1	37	2.1	-3	-28	22	-31
CCCC(=O)N1CC(=O)Nc2ccc(C)cc2C1c1ccc(F)cc1 (stereo not drawn)	-3	-2	10	-1.4	2	3	5	-3
Oc1cc(Nc2ccccc2)cc2cccnc12	4	11	67*	13	0	-22	28	4
O=C(Nc1ccc(S(=O)(=O)N2CCCC2)cc1)C1CC(=O)N(c2ccc(F)cc2)C1 (stereo not drawn)	0	-5	-1	-1.4	-2	3	17	12
CCS(=O)(=O)c1ccc(O)c(NC(=O)/C=C/c2ccccc2)c1	-1	7	-26	3.7	-3	1	-2	5
CCOC(=O)N1CCN(S(=O)(=O)c2ccc(C(=O)N(CCN(C)C)c3nc4c(C)cccc4s3)cc2)CC1	-2	-2	3	0.4	10	18	-27	15
Cc1cc2c(cc1S(=O)(=O)N(C)Cc1ccccc1)OCC(=O)N2	0	-1	17	-0.1	9	10	-4	6
CN(c1ccccc1C(=O)Nc1cccnc1)S(C)(=O)=O	3	-2	31	0.4	10	-5	-6	-9
COc1cc2ncc(S(=O)(=O)c3ccccc3)c(N3CCC4(CC3)OCCO4)c2cc1OC	-1	0	42	-1.4	27	-3	-42	13
O=c1c(-c2ccc(O)cc2)coc2cc(O)ccc12	9	1	-4	7.5	-70	10	1	-20
CCOC(=O)C1=CN(Cc2ccco2)S(=O)(=O)N(C)C1c1ccc(C(F)(F)F)cc1 (stereo not drawn)	·	-1	7	3.1	16	·	50	·
Cc1nn(Cc2ccccc2)c(C)c1NC(=O)c1cccs1	-2	-2	21	2.4	-1	-20	0	4
C/C(=N\NC(=O)c1nn(C)c(C)c1Br)c1cccc(NC(=O)c2ccoc2C)c1	3	3	-27	3.9	-64	-2	-2	4
CC1=CC(c2ccccc2)NC(=S)N1 (stereo not drawn)	5	1	-3	-1.2	20	-14	26	-8
Cn1c(SCC(=O)Nc2cccc(F)c2)nnc1-c1cc2ccccc2o1	3	0	47	-0.1	16	7	-15	-20
O=C(CSc1nnc2ccccn12)NCCc1ccc(Cl)cc1	-3	-2	12	-0.2	-1	8	7	6
CC(=O)c1ccc(NC(=O)CSc2nc(Nc3ccccc3)nc(N3CCOCC3)n2)cc1	-5	4	18	1.6	8	-11	2	-24
CC(C)CN(C(=O)CN1CCN(c2ccccc2F)CC1)c1c(N)n(CC(C)C)c(=O)[nH]c1=O	-3	-5	1	1.3	5	15	6	-5
COc1ccc(NC(=O)COc2ccc3c(c2)CCC3)cc1S(N)(=O)=O	0	-3	-15	2.5	10	0	13	-7
COC(=O)c1ccc(CNCC(=O)Nc2ccc(C(=O)OC)cc2)cc1	-4	3	13	-2.0	3	-11	2	-10
Cc1ccc([C@@H]2CC=C(C(=O)O)CN2S(=O)(=O)c2ccccc2C)cc1	6	1	-28	0.8	-17	1	20	-28
CC(=O)n1cc(/C=N/NC(=O)c2cccc(O)c2)c2ccccc21	-3	14	-9	1.1	-6	0	16	-17
CC(=NC1CC1)c1c(-c2ccccc2)[nH]n(-c2nc3ccccc3s2)c1=O	-2	3	-3	3.0	9	18	53*	6
Cc1ccccc1-c1nc2ccccc2o1	-1	-2	7	2.7	-5	-16	-15	-13
CCC(CO)N=CC1=C(O)CC(c2ccccc2)CC1=O (stereo not drawn)	0	-2	-5	0.8	-1	22	4	3
CCOC(=O)c1ccc(Nc2nc(C)cc(C)c2C#N)cc1	-4	0	16	0.5	-20	2	14	0
CCC(C)NC(=O)COc1ccc(Br)c(C)c1 (stereo not drawn)	-4	0	-14	0.1	-22	-5	-14	-5
CSc1nc(-c2ccc(C)cc2)[nH]c1S(=O)(=O)c1ccccc1	7	-1	13	-0.6	-6	12	2	7
COCCNC(=O)CCCn1c(=O)c2cc(OC)c(OC)cc2n(CC(=O)c2cccc(OC)c2)c1=O	-4	2	-10	1.6	18	9	7	7
COc1ccc2nc(NCCO)[nH]c2c1	3	-2	13	-4.2	20	16	3	3
Cc1ccc2cc(C)c(N3CCN(c4ccccn4)CC3)nc2c1	-1	2	-5	1.3	-13	8	41	-25
CC(C)Cn1nc(NC(=O)C2CCCO2)c2cc3ccccc3nc21 (stereo not drawn)	-1	-5	10	0.4	-1	25	37	-1
NC(=O)c1ccsc1NC(=O)C1CCCN1S(=O)(=O)c1ccc(Cl)cc1 (stereo not drawn)	-1	0	-10	0.8	-9	2	10	2
CC(OC(=O)CCOc1ccccc1)C(=O)NC1CC1 (stereo not drawn)	-4	2	-8	1.1	18	8	11	8
CN(C)C(CNC(=O)c1ccc(S(=O)(=O)Nc2ccccc2F)cc1)c1ccco1 (stereo not drawn)	0	-1	-3	0.9	4	-4	0	6
Cc1cccc(NC(=S)NC23CN4CN(CN(C4)C2)C3)c1C	0	2	13	-1.4	8	-15	-2	6
CC1CCN(c2c(NCC3CCC(C(=O)NCc4ccccc4Cl)CC3)c(=O)c2=O)CC1 (stereo not drawn)	-4	-1	15	1.2	10	14	3	-9

Screens (PubChem)
